Source: PubChem (several laboratories)
TNF necrop inh: TNF-alpha cell death inhibition in Jurkat FADD-/- cells. hit rate 0.068% among 220,000. Jurkat FADD-/- TNF necroptosis rescue, ATP luminescence, 24 h; 0 = TNF only, 100 = no-TNF cells. activation (protection from cell death), % at 10 µM. AID 463075;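 active means activation, meaning protection from cell death, of at least 50% relative to plate controls; inactive means activation below 50%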;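 further: necroptosis triggered by 40 ng/mL TNF-alpha added together with compound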
EBV gp42 inh: blocks Epstein-Barr virus glycoprotein 42 binding | Fluorescence polarization binding assay, mP read-out | AID 1085 | hit rate 0.42% among 220,000 | inhibition, % (tested at 21.74 µM); in the data active means inhibition above about 50%
m-calpain inh: blocks pig calpain II enzyme activity; hit rate 0.37% among 220,000; purified calpain II, fluorogenic peptide substrate, 30 min; inhibition, % at 16 µM;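 active means inhibition above about 50%, limit read from the data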
MDM2 E3 inh: blocks human Mdm2 ubiquitin ligase activity | Q00987 | cell-based MDM2 ubiquitination luciferase reporter, 2 h; 0 = plate control, 100 = twice control, blank-subtracted | signal enhancement, % at 5 µM | hit rate 0.11% among 210,000 | AID 1230;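 active means signal enhancement of 30% or more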;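 further: luminescence tracks abundance of the self-degrading MDM2-luciferase fusion protein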
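Test system: stable mammalian line carrying autodegrading MDM2–luciferase fusion reporter; quantity: 2000 cells in each well; times: 4 h cell settling then 2 h compound exposure, 37 °C; detection: luminescence with SteadyLite reagent, 15 min at room temperature; evaluation: percent signal gain over controls, blank-subtracted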
zVAD death inh: L929 zVAD cell death inhibition | L929 zVAD necroptosis rescue, ATP luminescence, 24 h; with zVAD 60 µM | viability rescue, % at 10 µM | hit rate 0.38% among 220,000;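 active means activation, scaled between plate controls, above about 75%, limit read from the data; inactive means activation under that limit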;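 further: 0% = zVAD with DMSO and 100% = DMSO alone without zVAD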
Rad51 HR inh: Rad51 (human) homologous recombination inhibition; hRad51 DNA strand exchange, fluorescence dequenching; inhibition, % at 10 µM; hit rate 0.085% among 200,000; AID 1385;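 active means inhibition above 40% at the single screening dose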;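 further: 0% = DMSO control wells and 100% = blanks with heterologous ssDNA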
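material = hRad51 filaments on single-stranded DNA | reagent = Donor/quencher-labelled 47-bp dsDNA substrate | compound = 10 µM final, single point | schedule = strand-exchange reaction 15 min at room temperature | measured by = fluorescein emission 520 nm, excitation 485 nm | read-out basis = % inhibition versus plate control and blank means | benchmarks = plate controls and plate blanks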
KCC2 mod: KCC2 (human) Cl- transport modulation; Q9H2X9; hit rate 2.2% among 190,000; B-score of Tl+ flux slope (higher = more flux/activation; lower = inhibition) at 10 µM; KCC2 cells, thallium flux FluoZin-2 fluorescence; AID 1456;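 active means thallium flux slope and its plate-corrected score both differing from the plate sample mean at a set confidence after two filtering rounds, in either direction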;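 further: slope of fluorescence scaled to starting intensity during 10 to 20 s after thallium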
Target sequence (Q9H2X9 whole entry, looked up): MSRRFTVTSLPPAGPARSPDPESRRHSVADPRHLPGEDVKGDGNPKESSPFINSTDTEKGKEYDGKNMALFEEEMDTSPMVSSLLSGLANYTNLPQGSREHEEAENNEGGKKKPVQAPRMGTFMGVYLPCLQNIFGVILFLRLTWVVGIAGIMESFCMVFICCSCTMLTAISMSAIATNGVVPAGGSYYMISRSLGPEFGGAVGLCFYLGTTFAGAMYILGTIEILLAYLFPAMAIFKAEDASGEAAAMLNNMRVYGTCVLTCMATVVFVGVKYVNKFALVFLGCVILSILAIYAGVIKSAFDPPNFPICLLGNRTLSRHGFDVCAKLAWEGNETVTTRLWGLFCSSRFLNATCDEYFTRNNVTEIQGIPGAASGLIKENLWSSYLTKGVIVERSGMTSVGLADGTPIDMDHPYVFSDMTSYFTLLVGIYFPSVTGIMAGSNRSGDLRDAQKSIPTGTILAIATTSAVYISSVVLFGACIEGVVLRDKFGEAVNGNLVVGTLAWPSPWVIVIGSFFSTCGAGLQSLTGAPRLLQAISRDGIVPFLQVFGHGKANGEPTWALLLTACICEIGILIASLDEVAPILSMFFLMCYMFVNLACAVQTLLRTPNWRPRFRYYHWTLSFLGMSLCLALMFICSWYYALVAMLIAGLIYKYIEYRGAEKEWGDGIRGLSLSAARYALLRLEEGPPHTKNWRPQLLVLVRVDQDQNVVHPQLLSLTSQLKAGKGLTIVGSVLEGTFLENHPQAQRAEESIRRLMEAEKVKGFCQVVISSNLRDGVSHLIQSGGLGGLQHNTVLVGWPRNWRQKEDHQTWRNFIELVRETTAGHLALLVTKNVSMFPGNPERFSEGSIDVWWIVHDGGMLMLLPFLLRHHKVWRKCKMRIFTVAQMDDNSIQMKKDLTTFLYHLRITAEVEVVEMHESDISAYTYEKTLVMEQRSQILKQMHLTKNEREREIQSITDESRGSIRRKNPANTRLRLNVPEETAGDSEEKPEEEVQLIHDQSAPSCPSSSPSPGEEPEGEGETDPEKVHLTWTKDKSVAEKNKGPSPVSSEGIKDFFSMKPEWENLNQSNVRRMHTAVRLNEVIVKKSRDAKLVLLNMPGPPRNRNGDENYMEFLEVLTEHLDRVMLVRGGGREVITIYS
PERK inh: blocks human PERK kinase | Q9NZJ5 | CHO PERK-DD fusion, SEAP luminescence translation reporter | inhibition, % at 5.6 µM | hit rate 0.17% among 220,000 | AID 1416;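 active means inhibition above the mean inhibition of all tested compounds plus 3 SD, set separately per screening campaign, cut at about 2.9% in these data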;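 further: PERK kinase domain activated by AP20187 dimerizer at 100 nM; 0% = DMSO with dimerizer and 100% = rapamycin at 8.4 µM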
eIF4E-4G inh: inhibitors of eIF4E and eIF4G interaction in translation initiation. P63073+Q04637. TR-FRET eIF4E-eIF4GI(517-606) binding, 2 h. inhibition, % at 21.7 µM. hit rate 0.37% among 220,000. AID 782;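 active means inhibition above about 30%, limit read from the data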;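 further: 0% = full FRET control wells and 100% = background wells lacking eIF4GI fragment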
The depositor's hits bear a star; nt = no result given; [ ] = dose if it differs, or a comment.

SMILES	TNF necrop inh	EBV gp42 inh	m-calpain inh	MDM2 E3 inh	zVAD death inh	Rad51 HR inh	KCC2 mod	PERK inh	eIF4E-4G inh
CCC(C)Cn1c(O)cc2nn(-c3nc4ccccc4s3)c(=O)c-2c1C (centres undefined)	-11	3	-47	nt	-1.9	-5	5.9*	1.9	0
COc1ccc(N2C(C(C)=O)=NN(c3ccccc3)C2c2cccs2)cc1 (centres undefined)	-1.2	-14	-53	-6	-1.6	-7	0.99	0.8	-11
CCCCCc1ccc(-c2ccc(OC)cc2)nc1	2.4	-15	-19	-5	1.6	29	1.5	1.2	4
COc1ccc(S(=O)(=O)Nc2c(C)ccc3nsnc23)cc1OC	-0.7	-20	-2	-18	0.8	2	0.68	-0.2	-12[fluorescence artefact?]
O=c1c2cc(Cl)cc(Cl)c2nc2n1CCC2	-1.4	0	-11	-2	3.4	2	0.32	0.0	4
NC(=O)Nc1cccc2ccccc12	3.3	-11	20	-13	0.1	3	-1	0.0	3
COC(=O)c1cc(NCc2ccccc2F)ccc1N1CCOCC1	-0.5	-18	-31	1	0.2	-2	0.018	-0.1	-1[fluorescence artefact?]
CC(C)OCC(O)CS(=O)(=O)Cc1ccccc1 (centres undefined)	0.8	-23	-2	-11	-0.8	8	0.67	0.7	0[fluorescence artefact?]
CC(C)Cn1c(N)c(C(=O)COC(=O)c2cc(F)cc(F)c2)c(=O)n(C)c1=O	-2.0	-8	40	-1	1.6	-6	-0.3	0.1	-3
O=C(CN(Cc1ccccc1)S(=O)(=O)c1ccc2c(c1)OCCO2)Nc1ccc2c(c1)OCCO2	-1.6	-9	6	-12	1.1	3	nt	-0.3	0
CC(C(=O)Nc1ccc2c(c1)OCCO2)N1CCN(C(=O)c2ccco2)CC1 (centres undefined)	1.0	-38	-2	-15	0.5	16	0.37	-0.5	-4
O=C(/C=C\NCC(=O)c1ccccc1)c1ccccc1	-3.9	-9	26	-10	-0.2	7	-1.5	-0.8	3
O=C(NCc1ccco1)C1CCCN(S(=O)(=O)c2cnc[nH]2)C1 (centres undefined)	1.2	-3	10	-18	1.3	4	-1.6	1.1	-6
CC1C(=O)NN=C1C(=O)N/N=C\C(Br)=C\c1ccccc1 (centres undefined)	-4.6	-4	-5	-33	1.3	1	-0.64	0.2	-1
COCc1nc(-c2ccc(-c3ccc(OC)cc3)nc2OC)no1	0.8	-4	-481	-3	5.1	2	0.16	-0.2	1
CC(=O)Nc1ccc2nc(-c3ccccn3)[nH]c2c1	-2.2	-6	-139	-19	0.6	-4	0.75	1.1	5
O=c1ccn(Cc2ccccc2)c2ccccc12	-2.1	-1	15	1	0.7	-7	0.41	nt	2
Cn1nc(C(=O)Nc2ccc3c(c2)OCCO3)cc1C(=O)O	-6.5	-16	-9	-27	-0.7	8	-1	0.4	5
O=C(NC(=O)c1ccccc1O)c1ccc2c(c1)CCO2	-5.4	2	-19	-51	0.0	0	0.0084	0.4	-7
COc1cc(/C=C(\C#N)C(=O)NCC2CCCO2)ccc1O (centres undefined)	1.7	-14	18	-5	0.1	-1	-0.31	0.9	-2
Cc1cccc(Nc2nc(N)c(C#N)c(CC#N)c2C#N)c1	-1.1	6	3	-8	-0.2	nt	-0.017	-1.2	0
Nn1c(SCc2cccc(Cl)c2)nnc1-c1ccncc1	1.9	-14	11	-9	-0.2	18	1	0.7	-7
CN(C)c1ccc(C2C3C(=O)NC(=O)C3ON2c2ccc(Cl)cc2)cc1 (centres undefined)	-0.1	-6	-24	-15	1.2	-10	nt	-0.2	0
O=C(CCS(=O)(=O)c1cccc2nonc12)N1CCOCC1	0.2	-14	-67	1	-1.8	-7	0.42	-1.3	-12
CCOC(=O)C1CSC(CC(=O)Nc2ccc(Cl)c(Cl)c2)C(=O)N1 (centres undefined)	-0.1	-1	6	-11	0.4	-10	-2.1	1.1	2
Cn1c(=O)c2c(O)c(Cc3ccccc3)c(=O)n(C)c2n(C)c1=O	0.9	-18	-23	-10	0.1	-18	-0.013	-0.6	0
Cc1ccccc1NC(=O)N1c2ccccc2CC1C (centres undefined)	1.5	-19	10	-9	0.9	-4	0.22	0.3	-1
COc1cccc(N2C(=O)CC(N3CCc4ccccc43)C2=O)c1 (centres undefined)	-0.9	0	14	-16	0.3	3	0.046	-0.2	-12
Cc1ccc(-n2c(SCC(=O)N3CCOCC3)nnc2-c2ccncc2)cc1	-1.5	-11	-17	1	0.2	5	-0.58	1.1	1
O=S(=O)(c1ccc(N2CCCCCC2)nc1)N1CCCC1	1.6	-14	4	-12	1.5	6	-0.068	-0.1	-4
Cc1ccc(NC(=S)N=Nc2c(O)n(C)c3ccc(S(=O)(=O)N4CCOCC4)cc23)cc1	0.3	7	-21	-4	0.8	6	9.6*	-1.2	-3[fluorescence artefact?]
CCOC(=O)c1sc2ncnc(N3CCN(CC)CC3)c2c1C	2.7	-5	-31	-16	1.1	4	-0.16	-0.6	2
COc1ccc(C(=O)c2ccc(OC)c3cccc(O)c23)cc1OC	0.3	-6	-12	-8	0.6	-7	nt	-1.1	3
CNC(=O)n1cc(C)c(-c2cccs2)n1	4.6	-12	0	-11	0.7	11	0.38	0.7	1
CC(C)C(NC(=O)OCc1ccccc1)C(=O)NCC(=O)OC(C)(C)C (centres undefined)	-2.3	-8	10	-7	-0.3	2	-0.31	-0.7	0
COc1ccc(-c2[nH]ncc2CNC(C)CCn2cccn2)c(F)c1 (centres undefined)	0.7	-13	26	-60	-0.6	nt	nt	1.8	5
CC(C)(C)c1nc(Sc2ncccc2[N+](=O)[O-])n[nH]1	0.4	-5	22	-9	-0.5	-6	1.6	0.8	3
N#CCCN1CCN(C2=NC(=O)C(=C3CCCCC3)S2)CC1	0.1	-15	-15	-8	0.3	3	1	0.6	nt
CCN(C(=O)Nc1ccccc1)c1ccccc1	1.4	-13	-5	-11	1.2	1	0.07	0.9	2
COc1ccc(OC)c(N2C(=O)CC(Cc3ccc(C)cc3)C2=O)c1 (centres undefined)	-1.2	-19	-8	nt	-0.5	6	-0.18	-1.7	-6[fluorescence artefact?]

11 structures out of the list, sorted by number of heavy atoms, descending.
SMILES	TNF necrop inh	EBV gp42 inh	m-calpain inh	MDM2 E3 inh	zVAD death inh	Rad51 HR inh	KCC2 mod	PERK inh	eIF4E-4G inh
Cc1ccc(NC(=S)N=Nc2c(O)n(C)c3ccc(S(=O)(=O)N4CCOCC4)cc23)cc1	0.3	7	-21	-4	0.8	6	9.6*	-1.2	-3[fluorescence artefact?]
Cc1ccc(-n2c(SCC(=O)N3CCOCC3)nnc2-c2ccncc2)cc1	-1.5	-11	-17	1	0.2	5	-0.58	1.1	1
CC(C)C(NC(=O)OCc1ccccc1)C(=O)NCC(=O)OC(C)(C)C (centres undefined)	-2.3	-8	10	-7	-0.3	2	-0.31	-0.7	0
COc1ccc(C(=O)c2ccc(OC)c3cccc(O)c23)cc1OC	0.3	-6	-12	-8	0.6	-7	nt	-1.1	3
COc1cccc(N2C(=O)CC(N3CCc4ccccc43)C2=O)c1 (centres undefined)	-0.9	0	14	-16	0.3	3	0.046	-0.2	-12
CCOC(=O)c1sc2ncnc(N3CCN(CC)CC3)c2c1C	2.7	-5	-31	-16	1.1	4	-0.16	-0.6	2
N#CCCN1CCN(C2=NC(=O)C(=C3CCCCC3)S2)CC1	0.1	-15	-15	-8	0.3	3	1	0.6	nt
O=S(=O)(c1ccc(N2CCCCCC2)nc1)N1CCCC1	1.6	-14	4	-12	1.5	6	-0.068	-0.1	-4
Cc1ccccc1NC(=O)N1c2ccccc2CC1C (centres undefined)	1.5	-19	10	-9	0.9	-4	0.22	0.3	-1
CCN(C(=O)Nc1ccccc1)c1ccccc1	1.4	-13	-5	-11	1.2	1	0.07	0.9	2
CNC(=O)n1cc(C)c(-c2cccs2)n1	4.6	-12	0	-11	0.7	11	0.38	0.7	1

Next structures follow:
SMILES	TNF necrop inh	EBV gp42 inh	m-calpain inh	MDM2 E3 inh	zVAD death inh	Rad51 HR inh	KCC2 mod	PERK inh	eIF4E-4G inh
COC(=O)c1nnn(-c2nonc2N)c1CSc1nc2ccccc2s1	-3.2	-15	0	-13	-0.4	2	0.31	-0.5	-3
Cc1ccc(/C=N/NC(=O)CNC(=O)c2ccc(S(=O)(=O)N(C)C)cc2)o1	1.3	-19	-23	-6	1.7	4	0.012	-0.4	-7
Cc1cccc2sc(NNC(=O)C3COc4ccccc4O3)nc12 (centres undefined)	1.8	-1	6	nt	3.1	-10	10*	-0.1	6
CCN1CCN(c2c(/C=C3\SC(=S)N(Cc4ccco4)C3=O)c(C)c(C#N)c(=O)n2C)CC1	-14	-73	-56	nt	-1.0	nt	-0.37	0.9	-5
COC(=O)[C@@H](NC(=O)Nc1cc(Cl)ccc1C)C(C)C	-0.4	7	30	nt	0.2	-2	0.13	0.6	14
CC1CCCN(CC(O)COCc2ccccc2)C1 (centres undefined)	0.3	-5	-23	-3	1.0	4	-0.76	2.0	-10
OC(COCC1CC=CCC1)Cn1cnc2ccccc21 (centres undefined)	0.5	-26	4	-13	-0.3	-9	0.31	-0.8	-9
O=C(C(c1ccccc1)c1ccccc1)N(Cc1ccco1)C1CCS(=O)(=O)C1 (centres undefined)	-0.8	-7	14	-12	-0.3	-8	0.82	-1.2	-2
O=C(COC(=O)c1ccccc1-c1nc2ccccc2s1)Nc1ccccc1C(F)(F)F	3.9	-11	0	-9	0.5	0	-2.8	-0.5	-4[fluorescence artefact?]
Cc1ccc(S(=O)(=O)N(CC(=O)NC2CCCC2)c2cccc(C)c2)cc1	-1.8	-11	8	-4	-0.1	18	0.61	0.0	2
CCCCC1CCC(C(=O)Nc2ccc(S(=O)(=O)Nc3nccs3)cc2)CC1 (centres undefined)	-1.3	9	-9	-10	1.2	3	-0.38	-0.8	-3
COc1cccc(-c2cc(C(=O)Nc3ccc4c(c3)OCCO4)c3ccccc3n2)c1	-11	5	-209	-16	1.2	nt	-0.12	-0.3	-10
COc1ccc(C(NC(=O)c2ccco2)c2ccc(OC)c(OC)c2)cc1 (centres undefined)	-1.7	4	10	5	-0.1	-3	-0.72	-0.1	1
COc1cccc(Cc2n[nH]c(=S)n2Cc2ccco2)c1	-0.4	-9	17	-5	1.1	4	-0.55	-1.0	0
COc1cccc(OCCCN2CCN(S(=O)(=O)c3ccc(NC(C)=O)cc3)CC2)c1	-3.9	-23	1	-19	-0.2	5	0.096	-0.2	0
O=C(OCc1nnc(-c2ccccc2)o1)C1CCN(S(=O)(=O)c2cccs2)CC1	1.2	1	9	23	-0.1	3	nt	-0.2	-11
COC(=O)c1ccc(CSc2nnc3c(n2)[nH]c2ccccc23)cc1	-0.8	3	6	-6	-0.3	nt	1.2	1.4	-8
CN(C(=O)c1ccc(Cl)cc1)C1=CCCCC1CCC#N (centres undefined)	0.2	15	-42	-12	-0.2	9	-0.093	0.6	0
Cc1ccc(C(=O)Nc2ccc(N3CCN(S(C)(=O)=O)CC3)cc2)cc1C	-1.8	-16	-204	7	3.4	3	-7.2e-05	0.5	1
CC1=CC(C)(C)N=C(NC#N)N1	1.1	-1	8	-16	0.6	-2	0.49	0.3	-2
